POLK inh: blocks human DNA polymerase kappa activity; Q9UBT6; hit rate 0.53% among 400,000; Potency, µM (doses to about 107 µM), without a hit: top-dose activity, negative = inhibition, hits mostly inhibitors; AID 588579; purified Pol kappa, fluorescent DNA synthesis assay, 10 min; further: potency means the concentration at half of the fitted maximal effect; on the % scale 0 is the no-effect control and ±100 the full control effect
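10 nM Pol kappa preincubated 15 min at room temperature with compounds, then reaction started with substrate at 50 nM final. Fluorescence read kinetically at 0 and 10 min; buffer-only wells served as negative control.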
LDHA block: LDHA (human) enzyme inhibition. activity change, % (values are at about 110 or 230 µM). purified LDHA, NADH/diaphorase-resazurin fluorescence; hits give low values. P00338. hit rate 0.15% among 480,000; in the data active means activity change below about -30%; inconclusive means mostly about -25% to -30%;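 further: plate controls were DMSO wells for no effect and wells without enzyme for full effect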
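Resorufin fluorescence (ex540/em590), read at 0 and 20 min after diaphorase/resazurin addition, reports the NADH left after a 5 min room-temperature reaction of 2 nM human LDH5 with 0.06 mM NADH and 0.2 mM pyruvate.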
RGS4 inh: inhibitors of human regulator of G protein signaling 4 | P49798 | Transcreener GDP fluorescence polarization, RGS4-accelerated GTP hydrolysis | Potency, µM (titrated, usually from 114 µM), without a hit: top-dose activity change, negative = inhibition, most hits filed as inhibitors | hit rate 0.039% among 390,000; further: potency means the concentration at half of the fitted maximal effect; on the % scale 0 is the no-effect control and ±100 the full control effect; nearly all actives have a fitted effect of over 75% in size; some results filed as inactive show a strong effect at the top dose
Target sequence (P49798 whole entry, looked up): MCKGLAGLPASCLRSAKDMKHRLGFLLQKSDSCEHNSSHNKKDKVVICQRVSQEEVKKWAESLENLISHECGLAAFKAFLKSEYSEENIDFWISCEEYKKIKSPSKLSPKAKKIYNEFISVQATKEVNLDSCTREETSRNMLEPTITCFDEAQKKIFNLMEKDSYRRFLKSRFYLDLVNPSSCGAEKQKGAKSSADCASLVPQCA
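MLSMR compounds (23 nl, pin-transferred) preincubated 10 min at room temperature with a 500nM (2x) first reagent, then RGS4 at 900nM (2x) plus Transcreener GDP mix added; fluorescence polarization (620/688 nm) read before and after 90 min at 30 °C.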
ERG Ets-DNA blk: inhibitors of human ERG Ets domain-DNA interaction; Potency, µM (highest dose often 76.9 µM), inactives show top-dose FP activity, negative = inhibition, usual class: inhibitors; hit rate 0.028% among 370,000; AID 624246; fluorescence polarization, His-ERG Ets domain / labelled DNA; P11308; active means well fitted inhibition curve with a large enough effect in the polarisation, with a control signal flat; inconclusive means small, poorly fitted or top-dose-only effect, or effect the other way, or a change in a side signal; inactive means no such curve, though single readings can be large or run the other way; the % refers to the polarisation;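 further: polarization taken with two DNA probes labelled with fluorescein and Texas red; potency means the concentration at half of the fitted maximal effect; % of control where 0% means no effect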
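His-tagged ERG Ets domain (1 uM in the protein solution; 300mM KCl, 50mM Tris-HCl, 1mM EDTA, 1mM DTT, pH 7.5) received compound, then a probe mix of 5 nM fluorescein-DNA and 100nM Texas-615-DNA. Fluorescence polarization was read for both dyes.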
APE1 inh: APE1 (human) endonuclease inhibition. recombinant APE1, TAMRA/BHQ-2 abasic DNA cleavage fluorescence. Potency, µM (series often up to 65.8 µM), without a hit: top-dose activity change, negative = inhibition, most hits filed as inhibitors. hit rate 0.35% among 350,000. AID 2517;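 further: potency means the concentration at half of the fitted maximal effect; plate controls were vehicle for no effect and reference inhibitor for full effect; nearly all actives have a fitted effect of over 55% in size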
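Kinetic fluorescence read (525 ex/598 em nm, three reads 60 s apart) of AP-site incision; signal = third minus first read. Enzyme 0.75 nM, dual-labelled THF duplex 50 nM, compound preincubation 15 min RT.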
Apoferritin bind: binds horse apoferritin like a general anesthetic; P02791; apoferritin/1-aminoanthracene competitive binding, fluorescence; Potency, µM (highest dose often 77.5 µM), for the others: at the top dose activity change, negative = displacement, actives largely listed as inhibitors; hit rate 0.074% among 350,000; AID 485281; further: potency means the concentration at half of the fitted maximal effect; on the % scale 0 is the no-effect control and ±100 the full control effect; nearly all actives have a fitted effect of over 20% in size
Target sequence (P02791 2-175 limits assumed): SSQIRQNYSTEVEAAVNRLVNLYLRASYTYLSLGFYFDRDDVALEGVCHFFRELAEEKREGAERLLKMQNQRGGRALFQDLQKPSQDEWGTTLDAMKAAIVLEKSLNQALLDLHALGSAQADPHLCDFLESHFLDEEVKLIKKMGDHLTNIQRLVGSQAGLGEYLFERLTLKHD
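Horse-spleen apoferritin (10 uM) in 50% saturated 1-aminoanthracene in PBS was incubated 10 min at room temperature with compound. Fluorescence (ex 380, em 535 nm) was normalized to free and bound 1-AMA, with concentration-response fitted by a four-parameter Hill equation.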
POLB inh: inhibitors of human DNA polymerase beta; P06746; Pol beta primer extension/strand displacement, fluorescence kinetic; Potency, µM (titrated, usually from 114 µM), without a hit: at the top dose activity change, negative = inhibition, actives largely listed as inhibitors; hit rate 1.3% among 340,000; AID 485314; further: potency means the concentration at half of the fitted maximal effect; on the % scale 0 is the no-effect control and ±100 the full control effect
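Enzyme-only controls used 10 nM Pol beta; buffer lacking enzyme served as negative control. Compound preincubated 15 min, then 50 nM substrate added; 0 and 10 min reads at room temperature.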
POLH inh: inhibitors of human DNA polymerase eta; Q9Y253; recombinant Pol eta, fluorescent DNA replication assay; Potency, µM (top dose mostly 114 µM), inactives show top-dose activity change, negative = inhibition, hits mostly inhibitors; hit rate 1.2% among 390,000; further: potency means the concentration at half of the fitted maximal effect; on the % scale 0 is the no-effect control and ±100 the full control effect
Target sequence (Q9Y253 whole entry, looked up): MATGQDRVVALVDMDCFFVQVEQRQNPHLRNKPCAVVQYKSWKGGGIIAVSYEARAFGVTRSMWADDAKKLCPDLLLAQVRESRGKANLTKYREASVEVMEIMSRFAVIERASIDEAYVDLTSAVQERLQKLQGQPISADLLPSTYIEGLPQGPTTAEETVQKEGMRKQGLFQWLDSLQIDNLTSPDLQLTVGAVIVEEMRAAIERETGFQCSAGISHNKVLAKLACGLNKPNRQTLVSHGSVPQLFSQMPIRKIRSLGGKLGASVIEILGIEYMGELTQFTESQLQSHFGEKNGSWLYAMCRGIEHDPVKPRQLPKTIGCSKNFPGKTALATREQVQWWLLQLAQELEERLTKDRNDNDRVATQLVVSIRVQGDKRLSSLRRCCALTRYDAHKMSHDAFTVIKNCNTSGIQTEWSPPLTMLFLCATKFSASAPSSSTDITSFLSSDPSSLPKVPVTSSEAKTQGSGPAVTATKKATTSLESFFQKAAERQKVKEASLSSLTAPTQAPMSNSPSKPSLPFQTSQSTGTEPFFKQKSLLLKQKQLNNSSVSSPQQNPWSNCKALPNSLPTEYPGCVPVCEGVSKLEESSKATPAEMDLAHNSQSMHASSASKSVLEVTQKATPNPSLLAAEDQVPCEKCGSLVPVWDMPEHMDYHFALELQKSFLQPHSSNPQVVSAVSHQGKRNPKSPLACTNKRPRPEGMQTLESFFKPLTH
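Pol eta (10 nM) was preincubated with compounds for 15 min at room temperature, after which fluorescent replication substrate (50 nM final) was added to start the reaction. Fluorescence was read kinetically at 0 and 10 min.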
12-LOX inh: blocks human arachidonate 12S-lipoxygenase; P18054; purified 12hLO, xylenol orange hydroperoxide absorbance; Potency, µM (series often up to 108 µM), for the others: at the highest dose activity change, negative = inhibition, most hits filed as inhibitors; hit rate 1.1% among 580,000; further: potency means the concentration at half of the fitted maximal effect; on the % scale 0 is the no-effect control and ±100 the full control effect
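Hydroperoxide product was detected by ferrous iron/xylenol orange as the 573 to 405 nm absorbance ratio. Arachidonic acid at 40 uM (final) was turned over for 30 min at room temperature by 150 nM human 12hLO, pH 7.0 Hepes buffer, after 15 min compound preincubation.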
* hit, by the source's call; u = inconclusive; x = no result given; & = joins results of further samples; [ ] = remark or other dose. Unless noted, the call rests on the fitted dose curve; in most records, active means well fitted curve in the direction sought with a large enough effect; inconclusive means small, poorly fitted or top-dose-only effect, or another doubt; inactive means no such curve, though single readings can be large; an effect the other way counts as inactive or inconclusive.

SMILES	POLK inh	LDHA block	RGS4 inh	ERG Ets-DNA blk	APE1 inh	Apoferritin bind	POLB inh	POLH inh	12-LOX inh
COc1ccc(C(=O)NCc2ccc(S(N)(=O)=O)cc2)cc1[N+](=O)[O-]	-5%	-2	-10%[56.9 µM]	16%	2%	-4%	-3%	-18%	-20%
O=C(NNC(=O)c1ccccc1Cl)c1cc2cc(OC(F)(F)F)ccc2[nH]1	-3%	-7	4%	17%	0%	5%	1%	3%	345%[activator]
Cc1onc(-c2ccccc2Cl)c1C(=O)Oc1ccc(Cl)cc1Cl	-9%[60.1 µM]	-2	29%	5%	x	-2%	21%	0%	-28%
CCOc1ccc(CCNS(=O)(=O)c2cc3c(cc2C)NC(=O)CO3)cc1OCC	-1%	-1	10%	-2%	2%	-17%	24%	-11%	8%
Cc1ccnc(NC(NC(=O)C(C)C)(C(F)(F)F)C(F)(F)F)c1	2%	0	-12%	-15%	2%	-2%	-14%	-15%	12%
CSc1ccc(C(=O)N2CCC(CCC(=O)NCc3ccc(F)cc3)CC2)cc1	7%	0	-9%	-5%	37%	-17%	1%	-12%	1%
CN(Cc1c(C(=O)N/N=C/c2ccc(O)cc2)nnn1-c1nonc1N)c1ccccc1	2%	2	-11%	-5%	84%[activator]	-8%	-3%	-10%	-15%
C/C(CC(=O)Nc1ccccn1)=N\NC(=O)c1ccc2ccccc2c1	-17%	-6	-22%	6%	9%	4%	-21%	-16%	-6%
CN(c1ccc(F)cc1)S(=O)(=O)c1ccc(Cl)c(C(=O)NCc2ccco2)c1	-3%	2	2%	13%	21%	x	x	-20%	-6%
Cc1nn(-c2ccccc2)c2c1N(CC(=O)N1CCN(c3cccc(Cl)c3)CC1)C(=O)CS2	-1%	-8	-9%	7%	x	0%	2%	-15%	-25%
COc1ccc2cnn(-c3ccccc3)c(=O)c2c1OC	-23%	-4	3%	6%	2%	2%	0%	3%	0%
Nc1nc2cc3ccccc3cc2[nH]c1=O	-8%	10	5%	11%	40%[activator]	-1%	2%	-8%	u
O=C(Cn1c(=O)c2cccn2c2ccccc21)NCCc1ccccc1	-24%&-1%	-7&-3	41%&8%	5%&-12%	-15%	-4%&-2%	4%&0%	2%&-8%	2%&-18%
CCOc1ccc(NC(=S)NC(=O)/C=C/c2ccc(OC)cc2)c([N+](=O)[O-])c1	4%	-7	-5%	-7%	1%	-1%	-16%	-9%	20%
COC(=O)C1=C(C(=O)c2ccc(C)cc2)C(c2ccccc2)n2nnnc2N1 (stereo not given)	-11%	0	8%	-2%	-3%	-18%	7%	-5%	-7%
Cc1nc(CCNC(=O)C2CCC(=O)N(CCc3cccc(F)c3)C2)sc1C (stereo not given)	-5%	1	-1%	-5%	76%[activator]	-5%	30%	-5%	-1%
CC(C)c1nc(N2CCN(C(=O)c3ccco3)CC2)c(C#N)c2c1COC(C)(C)C2	-8%	2	-34%	-5%	-9%	-22%	-6%	-22%	-13%
Cc1ccc2oc(=O)c3cnn(CC(=O)NCCc4ccsc4)c3c2c1	13%	0	-14%	-10%	-2%	-7%	9%	-1%	13%
COc1cccc(CN(C(=O)COc2ccccc2[N+](=O)[O-])C2CCS(=O)(=O)C2)c1 (stereo not given)	-9%	1	-54%[56.9 µM]	1%	-13%	-8%	8%	-5%	x
Cc1cccc(NC(=O)C2CCN(c3cnccn3)CC2)c1	-9%	-7	-6%	-1%	x	4%	11%	-6%	-23%
Cc1cc(C)cc(NC(=S)NCc2ccncc2)c1	-16%	-8	9%	-8%	-4%	-4%	3%	11%	-19%
CCOC(=O)N1CCN(CC(=O)Nc2c(C(=O)OC)[nH]c3cccc(Cl)c23)CC1	-11%	4	53%	0%	1%	-2%	3%	-9%	9%
CCOC(=O)C1(Cc2cccc(OC)c2)CCCN(C(=O)c2ccccc2C)C1 (stereo not given)	1%	2	-3%	0%	-1%	-18%	21%	-3%	-4%
CN=c1oc2ccc(Cl)cc2cc1C(N)=O	-6%	-5	3%[11.4 µM]	-12%	0%	-12%	-21%	u	9%
CCOC(=O)[C@@H]1[C@H]2COc3ccc(Br)cc3[C@H]2N2C(=O)N(c3cccc(Cl)c3)C(=O)[C@]12C	-3%	-7	-2%	-8%	26%	-8%	29%	-5%	-16%
Later entries:
SMILES	POLK inh	LDHA block	RGS4 inh	ERG Ets-DNA blk	APE1 inh	Apoferritin bind	POLB inh	POLH inh	12-LOX inh
COc1ccc2c(c1)c1nnc(SC)nc1n2C	-1%	3	-16%	-4%	-3%	-12%	23%	-8%	0%
Cc1cc(N=CC2=C(O)CCCC2=O)no1	-7%	2	-13%	-3%	u	-10%	9%	-8%	u
O=C1C=C(c2ccc3ccccc3c2)C[C@@H](c2ccc(F)cc2)C1	0%	0	12%	-1%	-14%	x	x	-1%	1%
CCOC(=O)N1CCC(N2C(=O)c3ccccc3C2Nc2cccnc2)CC1 (stereo not given)	0%	0	-5%	3%	-4%	8%	1%	-7%	-2%
O=C(COC(=O)COc1ccc(Cl)cc1)NCc1cccs1	-17%	-2	-6%	-15%	5%	-8%	6%	-21%	-2%
Cc1ccsc1C(=O)NCCc1c[nH]c2ccccc12	-8%	-2	22%	9%	7%	-12%	0%	-9%	7%
Cc1ccccc1-c1nc(-c2ccc(NC(=O)c3cccs3)cc2)no1	-20%	-3	30%	-1%	-6%	-16%	28%	3%	20%
Cc1ccc(C(=O)Nc2cccc(C(F)(F)F)c2)cc1NC(=O)c1ccno1	-25%	1&-8	11%	2%	2%	-20%	-3%	-16%&-10%	-15%&3%
CCCNS(=O)(=O)c1ccc(OCC(=O)N2CCN(c3ccccc3)CC2)cc1	-1%	-12	13%	-5%	2%	-9%	1%	-3%	0%
Brc1ccccc1-c1ccccc1	0%	-3	1%	-3%	42%&2%	x	x	-11%	-4%
O=C1c2ccccc2C(Nc2ccccc2)N1Cc1ccc2c(c1)OCO2 (stereo not given)	-15%	-2	5%	7%	0%	-11%	2%	-17%	0%
COc1ncccc1-c1nnn(-c2ccccc2Br)n1	9%	0	-33%	-19%	x	x	x	0%	28µM*
CN(C)N1C(=O)CC(N2CCCC2)C1=O (stereo not given)	6%	-3	-52%	-11%	-7%	-3%	u	-20%	u
CC(=O)c1cccc(NS(=O)(=O)c2csc(C(N)=O)c2)c1	-15%	-1	-12%	-15%	-9%	-7%	3%	-15%	-8%
COc1ccccc1Oc1nc([N+](=O)[O-])nn1CC(N)=O	-6%	8	-19%	-2%	3%	-2%	2%	-19%	-1%
Cc1ccc(Cn2nc(C)c(NC(=O)CSc3n[nH]c(C)c3[N+](=O)[O-])c2C)cc1	-7%	-17	u	7%	2%	-10%	u	-5%	11%
CCCC(O)(CCC)C(=O)NNc1ccccc1	-5%	-11	-5%	3%	-2%	-7%	0%	-18%	u
COC(=O)c1cc(C)ccc1/C=C1/Cc2c(C)cc(C)cc2C1=O	u	-3	-52%	0%	x	x	x	-21%	-12%
O=C(Nc1ccccc1)/C(=C\c1ccncc1)NC(=O)c1ccccc1	-10%	-2	0%	-1%	13%	-14%	1%	-3%	-14%
CN(C)CCNC(=O)CCCNC(=O)Cn1cnc2sc3c(c2c1=O)CCCC3	-15%	-6	-3%	0%	0%	u	2%	-1%	u
O=C(Nc1ncc2c(n1)CC(c1ccccc1)CC2=O)c1ccco1 (stereo not given)	-5%	-2	-19%	1%	4%	-11%	0%	-5%	-11%
Cc1oc(-c2ccccc2F)nc1CN1CCC(C(=O)NCCc2ccc(Cl)cc2)CC1	-2%	-11	14%	-1%	x	0%	31%[activator]	0%	-25%
CCOC(=O)CN(c1ccccn1)S(=O)(=O)c1ccc(OC)cc1	-8%	-6	5%	-3%	1%	-5%	8%	-7%	0%
NS(=O)(=O)c1ccc(CNC(=O)Cn2nc(C(F)F)cc2C(F)F)cc1	12%	-1	3%	13%	13%	x	x	-18%	2%
CCc1ccccc1-n1cnc2cc(C(=O)O)ccc21	-7%	-9	-6%	-10%	3%	-5%	30%	-19%	0%
Next compounds follow.
SMILES	POLK inh	LDHA block	RGS4 inh	ERG Ets-DNA blk	APE1 inh	Apoferritin bind	POLB inh	POLH inh	12-LOX inh
CN(CC(=O)NC(c1ccccc1)c1ccccc1)Cc1nc2ccccc2c(=O)[nH]1	-4%	-1	-27%	-2%	-1%	-21%	5%	-2%	17%
C=C1c2cc(CC)ccc2NC(=O)N1c1ccc(C)cc1	8%	2	-21%	9%	-1%	-12%	1%	-7%	u
COc1cc(OC)cc(-c2cc3nc(C)c(CCC(=O)NCCc4cccc(C)c4)c(C)n3n2)c1	4%	-8	-19%	3%	x	-9%	32%[activator]	-21%	0%
CCOc1ccc(N2C(=O)CC(Cc3ccc(Br)cc3)C2=O)cc1 (stereo not given)	-12%	0	-10%	10%	-4%	-8%	-12%	-10%	3%
CCOCCc1nnc(NC(=O)c2cc(OC)c(OC)cc2[N+](=O)[O-])s1	-8%	-7	3%	3%	0%	-15%	u	-20%	2%
CN(C)CCSc1nc2cc(S(=O)(=O)N3CCCCC3)ccc2o1	-19%	-4	-3%	-3%	-11%	x	x	-16%	u
CCc1ccc2ncc(C(=O)c3ccccc3)c(N3CCOCC3)c2c1	6%	1	9%	-1%	-2%	-10%	3%	-18%	x

High-throughput results deposited in PubChem by National Center for Advancing Translational Sciences (NCATS).

Not all compounds are listed, so the mix of outcomes need not match the whole.
